ALOX12 inh = blocks human arachidonate 12S-lipoxygenase | 580,000 compounds, 1.1% hits | AID 1671190 | Potency, µM (titrated, usually from 108 µM), for the others: at the top dose activity change, negative = inhibition, usual class: inhibitors | P18054 | purified 12hLO, xylenol orange hydroperoxide absorbance; further: on the % scale 0 is the no-effect control and ±100 the full control effect
Target sequence (P18054 whole entry, looked up): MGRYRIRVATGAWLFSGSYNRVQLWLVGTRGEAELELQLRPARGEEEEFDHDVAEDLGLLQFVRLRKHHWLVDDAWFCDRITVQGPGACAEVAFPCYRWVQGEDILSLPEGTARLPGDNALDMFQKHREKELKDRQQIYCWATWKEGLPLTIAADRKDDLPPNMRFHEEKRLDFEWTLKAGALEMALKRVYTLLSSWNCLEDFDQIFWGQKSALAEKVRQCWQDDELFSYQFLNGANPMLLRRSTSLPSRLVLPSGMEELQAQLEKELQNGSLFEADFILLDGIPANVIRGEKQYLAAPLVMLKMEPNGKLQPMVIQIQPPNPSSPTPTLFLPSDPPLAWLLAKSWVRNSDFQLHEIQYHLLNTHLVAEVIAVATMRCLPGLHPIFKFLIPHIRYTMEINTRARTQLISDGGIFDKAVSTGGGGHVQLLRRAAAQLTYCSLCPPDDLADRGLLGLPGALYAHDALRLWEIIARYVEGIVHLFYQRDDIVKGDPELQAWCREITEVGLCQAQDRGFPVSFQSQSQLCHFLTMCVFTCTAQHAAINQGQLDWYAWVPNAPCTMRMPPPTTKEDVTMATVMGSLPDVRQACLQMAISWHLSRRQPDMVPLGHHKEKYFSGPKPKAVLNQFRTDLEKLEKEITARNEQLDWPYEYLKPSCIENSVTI
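Purified human 12hLO (150 nM final) in 25 mM Hepes, 0.01% Triton X-100, pH 7.0 was preincubated 15 min at room temperature with compound. Then 40 uM arachidonic acid was added, 30 min. Hydroperoxide was read by Fe-XO absorbance ratio 573/405 nm.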
Vif-APOBEC3F blk = blocks the Vif interaction with APOBEC3F. Potency, µM (titrated, usually from 46.1 µM), without a hit: top-dose activity, negative = active. 390,000 compounds, 0.2% hits. HeLa A3F-eYFP + Vif (tagged APOBEC3F with the HIV-1 protein that degrades it), YFP fluorescence increase; further: % of control where 0% means no effect; nearly all actives have a fitted effect of over 65% in size
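Fluorescence increase (Ex 488/Em 500-530) after overnight compound treatment at 37 deg C flags inhibition of Vif-driven A3F-eYFP loss in stable HeLa A3F-eYFP/Vif cells seeded overnight beforehand.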
TrxR1 inh = rat TrxR1 inhibition. recombinant rTrxR1, NADPH fluorescence consumption, selenite substrate. Potency, µM (highest dose often 114 µM), for the others: at the top dose activity change, negative = inhibition, actives largely listed as inhibitors. 390,000 compounds, 1% hits. O89049. AID 588453; further: on the % scale 0 is the no-effect control and ±100 the full control effect; nearly all actives have a fitted effect of over 65% in size
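Rat TrxR1 (90 nM in the dispensed reagent) was pre-reduced with 400 uM NADPH for 5 min at room temperature, then incubated with compound for 15 min. After 400 uM selenite was added, NADPH fluorescence (Ex 340/Em 450 nm) was followed for 8 min.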
RXFP1 ag = RXFP1 (human) receptor agonism | Q9HBX9 | Potency, µM (doses to about 57.5 µM), for inactives: top-dose activation, hits mostly activators | AID 2676 | HEK293T-RXFP1 cAMP TR-FRET, 30 min; response scale: percent of porcine relaxin response, buffer zero | 370,000 compounds, 0.3% hits; further: on the % scale 0 is the no-effect control and ±100 the full control effect; nearly all actives have a fitted effect of over 60% in size; many of its hits are not listed in these tables
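HEK293T cells stably expressing RXFP1 were pretreated with the PDE4 inhibitor Ro 20174, exposed to compounds for 30 min at 37C, lysed, and cAMP was read by TR-FRET. Data normalized to buffer (basal) and 29 nM porcine relaxin (100%).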
IDH1 R132H inh = blocks human mutant IDH1 R132H enzyme; O75874; IDH1-R132H enzyme, NADPH consumption, diaphorase/resazurin fluorescence; Potency, µM (titrated, usually from 76.6 µM), for the others: at the top dose activity change, negative = inhibition, actives largely listed as inhibitors; 390,000 compounds, 0.093% hits; AID 602179; further: on the % scale 0 is the no-effect control and ±100 the full control effect; nearly all actives have a fitted effect of over 65% in size
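IDH1-R132H (0.5 ug/mL) preincubated 30 min with compound, then NADPH (0.016 mM) and alpha-KG (2 mM) added; 80 min at RT, pH 7.5. Remaining NADPH coupled via diaphorase/resazurin to fluorescence (540/590 nm); concentration-response curves normalized to no-enzyme control.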
RGS4 inh = blocks human RGS4-accelerated GTP hydrolysis | P49798 | Transcreener GDP fluorescence polarization, RGS4-accelerated GTP hydrolysis | Potency, µM (top dose mostly 114 µM), inactives show at the highest dose activity change, negative = inhibition, hits mostly inhibitors | 390,000 compounds, 0.039% hits | AID 504845; further: on the % scale 0 is the no-effect control and ±100 the full control effect; nearly all actives have a fitted effect of over 75% in size; some results filed as inactive show a strong effect at the top dose
Target sequence (P49798 whole entry, looked up): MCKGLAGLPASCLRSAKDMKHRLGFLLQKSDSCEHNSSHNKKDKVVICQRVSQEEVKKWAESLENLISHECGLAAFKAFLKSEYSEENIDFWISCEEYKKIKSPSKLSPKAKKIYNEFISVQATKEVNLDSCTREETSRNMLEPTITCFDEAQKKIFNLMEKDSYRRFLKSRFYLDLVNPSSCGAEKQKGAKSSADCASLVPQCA
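MLSMR compounds (23 nl, pin-transferred) preincubated 10 min at room temperature with a 500nM (2x) first reagent, then RGS4 at 900nM (2x) plus Transcreener GDP mix added; fluorescence polarization (620/688 nm) read before and after 90 min at 30 °C.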
Vif-APOBEC3G blk = inhibitors of Vif-APOBEC3G interaction; AID 602310; Potency, µM (series often up to 46.1 µM), for inactives: top-dose activity, negative = active, hits mostly inhibitors; 410,000 compounds, 0.076% hits; Q9HC16; HeLa A3G-eYFP + Vif (tagged APOBEC3G with the HIV-1 protein that degrades it), YFP fluorescence, overnight;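 further: on the % scale 0 is the no-effect control and ±100 the full control effect; nearly all actives have a fitted effect of over 60% in size; hits raise eYFP signal because A3G escapes Vif-driven loss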
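HeLa cells stably expressing Vif and C-terminally eYFP-tagged A3G, seeded overnight at 37 deg C, then exposed to compound by pintool overnight at 37 deg C. Rise in yellow fluorescence (Ex 488/Em 500-530, Acumen) marks blocked Vif-driven A3G degradation.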
USP1 inh = blocks the human USP1/UAF1 deubiquitinase complex. Potency, µM (doses to about 57.1 µM), without a hit: at the highest dose activity change, negative = inhibition, usual class: inhibitors. recombinant USP1/UAF1, Ub-Rhodamine cleavage fluorescence. 390,000 compounds, 0.23% hits; further: on the % scale 0 is the no-effect control and ±100 the full control effect; nearly all actives have a fitted effect of over 60% in size; inactives centre near -12
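USP1/UAF1 complex at 1 nM was preincubated with compound for 15 min at room temperature, then Ub-Rho substrate (150nM final) was added. Fluorescence (480/540 nm) was read kinetically, 6 reads every 60 seconds.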
TrxR1 substrate = is turned over as a substrate by rat TrxR1 | purified TrxR1 substrate turnover, NADPH consumption readout | Potency, µM (series often up to 114 µM), without a hit: top-dose activity change, negative = substrate turnover | O89049 | 390,000 compounds, 0.01% hits; further: on the % scale 0 is the no-effect control and ±100 the full control effect; nearly all actives have a fitted effect of over 50% in size
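Rat TrxR1, dispensed at 90 nM, was prereduced with 400 uM NADPH (final) for 5 min at ~22 deg C, then incubated with compound 15 min before 400 uM selenite. A first-read NADPH fluorescence drop versus no-compound background flagged substrates.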
* = called active by the depositor; ? = inconclusive; · = not tested or not shown; & = joins results of further samples; [ ] = dose if it differs, or a comment. The call rests on the fitted dose curve; in most records, active means well fitted curve in the direction sought with a large enough effect; inconclusive means small, poorly fitted or top-dose-only effect, or another doubt; inactive means no such curve, though single readings can be large; an effect the other way counts as inactive or inconclusive. Potency means the concentration at half of the fitted maximal effect.

Structure,ALOX12 inh,Vif-APOBEC3F blk,TrxR1 inh,RXFP1 ag,IDH1 R132H inh,RGS4 inh,Vif-APOBEC3G blk,USP1 inh,TrxR1 substrate
CCOC(=O)C1=C(CS(=O)(=O)c2ccccc2)NC(=O)NC1c1ccc(OC)c(OC)c1 (stereo not given),-12%,-1%,31%,0.2%,-4%,10%[56.9 µM],0%,-8%,1%
COc1ccc(/C=C2\SC(=S)N(CCC(=O)N3CCCCC3)C2=O)cc1,-28%,-3%,10%,2.2%,0%,0%,-1%,-5%,-3%
COc1ccc(S(=O)(=O)NCc2ccc(C(=O)N(C)Cc3ccco3)cc2)cc1,14%,0%,16%,-2.1%,1%,3%,0%,-5%,8%
CCOc1cccc(NC(=O)/C(C#N)=C\c2cccnc2)c1,-28%,?,-14%[57.1 µM],3.2%,1%,8%,-4%,-24%,-7%[57.1 µM]
O=C(CCC1CCCCC1)NCCS(=O)(=O)N1CCN(c2ccc(F)cc2)CC1,4%,-10%,12%[57.1 µM],0.3%,-1%,-29%,1%,-19%,2%[57.1 µM]
CCn1ccnc1CN1CCc2c([nH]c3ccccc23)C1CC(C)C (stereo not given),132%[activator],1%,-4%,-0.7%,0%,-16%,-4%,-11%,3%
COc1ccc(C(=O)C[n+]2ccc(N)c(C)c2C)cc1,6%,0%,12%[57.1 µM],3.0%,7%,-13%,0%,-5%,-21%[57.1 µM]
CCN(CC)S(=O)(=O)c1ccc(-c2nnc(SCC(=O)c3ccc(OC)cc3)o2)cc1,23%,2%,9%,5.3%,2%,0%,-7%,5%,-3%
O=C1CN(C(=O)c2ccccc2Br)C(c2ccc(F)cc2)c2cc(F)ccc2N1 (stereo not given),?,0%,2%,3.0%,16%,-31%,-9%,-10%,0%
CCOC(=O)c1c(C)nc(C)c2c(=O)oc3ccccc3c12,-5%,?,16%,3.3%,-4%,27%,-14%,-22%,-5%
O=C(Nc1ccc(C(=O)N2CCOCC2)cc1)c1cc(-c2cccnc2)nc2ccc(Br)cc12,0%,-3%,10%[57.1 µM],8.2%,-4%,-30%,-17%,-15%,2%[57.1 µM]
COc1cc(OC)cc(C(=O)N[C@H](C(=O)OCC(=O)NC(=O)NC(C)(C)C)C(C)C)c1,0%,1%,6%[57.1 µM],-0.1%,4%,-17%,1%,-16%,5%[57.1 µM]
CCNC(=S)N1CCN(C(c2ccccc2)c2ccccc2)CC1,4%,-5%,-15%,-0.3%,0%,-8%,0%,3%,-9%
CCc1sc(C(=O)Nc2cccc(C(C)=O)c2)cc1C,-30%,3%,-8%,-0.4%,12%,6%,0%,-8%,-11%
C=CCc1cccc2cc(C(=O)N3CCN(c4ccccn4)CC3)c(=O)oc12,-13%,1%,?,-1.7%,0%,9%,-3%,-11%,-15%
CCCn1c(SCC(=O)Nc2ccc(S(=O)(=O)N3CCOCC3)cc2)n[nH]c1=O,3%,0%,·,·,2%,·,-1%,?,·
CCOC(=O)c1ccc(NC(=O)NCc2cccnc2)cc1,1%,-7%,-5%,-1.6%,0%,37%,2%,-7%,-7%
O=c1c2c(nc(NCCO)n1CC1CCCCC1)-c1ccccc1CC21CCCC1,?,-11%,-23%,4.6%,-2%,-4%,-14%,-13%,86%[activator]
Cc1ccc(NC(=S)N(CCN2CCOCC2)Cc2cc3cc4c(cc3[nH]c2=O)OCCO4)cc1,-9%,-17%,-5%,-0.4%,3%,-17%,-4%,0%,9%
COC(=O)c1nc(N)sc1-c1ccc(Cl)c(Cl)c1,24%,1%,2%,-1.4%,-5%,-1%,-6%,-7%,10%
COc1cc(C#Cc2c(-c3cncn3C)n(C)c3ccc(-c4cnc(OC)nc4)cc23)cc(OC)c1,5%,0%,19%,0.6%,?,4%,-2%,-14%,14%
O=C(CN(C(=O)CNC(=O)c1cccs1)c1ccccc1)NC1CCCCC1,?,3%,15%[57.1 µM],-0.7%,-1%,1%,0%,-15%,3%[57.1 µM]
O=S(=O)(Nc1nc2ccccc2nc1NCC1CCCO1)c1cc(Cl)ccc1Cl (stereo not given),-17%&-15%,-1%,-15%,2.9%,7%,-11%,-10%,-11%,-8%
Cc1ccc(NC(=O)CN(C)C(=O)CNC(=O)c2ccc3c(c2)OCO3)cc1,?,1%,-14%,0.7%,2%,-20%,0%,-4%,-10%
COc1ccc(-c2cc3ccc(F)cc3cn2)cc1,3%,2%,6%,·,27%,6%,2%,-13%,8%

In another format: entries from further up.
Each structure is followed by: ALOX12 inh	Vif-APOBEC3F blk	TrxR1 inh	RXFP1 ag	IDH1 R132H inh	RGS4 inh	Vif-APOBEC3G blk	USP1 inh	TrxR1 substrate
COC(=O)c1nc(N)sc1-c1ccc(Cl)c(Cl)c1
→ 24%	1%	2%	-1.4%	-5%	-1%	-6%	-7%	10%
COc1cc(C#Cc2c(-c3cncn3C)n(C)c3ccc(-c4cnc(OC)nc4)cc23)cc(OC)c1
→ 5%	0%	19%	0.6%	?	4%	-2%	-14%	14%
O=C(CN(C(=O)CNC(=O)c1cccs1)c1ccccc1)NC1CCCCC1
→ ?	3%	15%[57.1 µM]	-0.7%	-1%	1%	0%	-15%	3%[57.1 µM]

(list continues)
Structure,ALOX12 inh,Vif-APOBEC3F blk,TrxR1 inh,RXFP1 ag,IDH1 R132H inh,RGS4 inh,Vif-APOBEC3G blk,USP1 inh,TrxR1 substrate
CC1CN(Cc2nc3c(c(=O)[nH]c(=O)n3C)n2CCCc2ccccc2)CC(C)O1 (stereo not given),6%,1%,-3%,2.8%,1%,12%,-2%,-6%,-5%
O=C(O)C1CCCCC1C(=O)NCCc1ccc(Cl)cc1 (stereo not given),0%,-2%,29%[57.1 µM],1.5%,-3%,-11%,-1%,-8%,8%
Cc1ccccc1N1CCN(C2CCCN(C(=O)CSc3ccccn3)C2)CC1 (stereo not given),-17%,2%,·,·,1%,·,0%,-25%,·
COc1ccccc1CN(C)S(=O)(=O)c1cccs1,7%,1%,10%,-4.1%,1%,-6%,4%,-22%,-1%
COc1cc(C(=O)N2CCCCCCC2)ccc1OC1CCN(C(C)=O)CC1,11%,-4%,-7%,-3.0%,-7%,7%,-1%,-14%,-8%
COCc1cc(C)nc(SCC(=O)NCc2ccco2)c1C#N,0%,0%,-5%,0.8%,6%,9%,-8%,-4%,2%
COc1ccc(CNC(=O)c2cc(=O)[nH]c3ccc(S(=O)(=O)N4CCCC4)cc23)c(OC)c1,-2%,0%,16%[57.1 µM],?,0%,10%,-5%,-6%,3%[57.1 µM]
O=C(c1ccc2c(c1)N(Cc1ccc(F)cc1)CCS2)N1CCOCC1,-6%,-5%,2%,11%,0%,1%[11.4 µM],-2%,-14%,24%
O=S(=O)(Nc1ccccc1)c1ccc(Oc2ncc(C(F)(F)F)cc2Cl)cc1,0%,-15%,23%[57.1 µM],0.3%,-4%,16%,?,-10%,-6%[57.1 µM]
CNC(=O)C(=O)NCC1OCCN1S(=O)(=O)c1ccc([N+](=O)[O-])cc1 (stereo not given),-19%,2%,-6%,5.3%,1%,-6%,2%,1%,-5%
C=CCn1cc(/C=C2/NC(=O)NC2=O)c2ccccc21,?,?,6%[57.1 µM],-4.2%,5%,-3%,-21%,-21%,-2%[57.1 µM]
Cn1c2ccccc2c2cnn(CC(=O)N3CCN(c4cccc(C(F)(F)F)c4)CC3)c(=O)c21,1%,3%,5%,0.8%,14%,-16%,-1%,-10%,5%
Cc1ccccc1N1CCN(S(=O)(=O)c2nnc(NC(=O)c3ccc(F)cc3)s2)CC1,-1%,-10%,18%,-0.4%,15%,-5%,-1%,-22%,0%
CCOc1ccc2nc(NCCNC(=S)NCCCN(C)C)c(C#N)cc2c1,-20%,2%,-8%,-0.4%,2%,16%,3%,0%,3%
CC(C)n1c(CN(C)c2ccccc2)nc2ccccc21,?,4%,16%,0.4%,8%,-15%,2%,-20%,-5%[57.1 µM]
CCCCn1c(SCc2ccc(Cl)cc2)nc2c1c(=O)[nH]c(=O)n2C,?,2%,15%[57.1 µM],-0.4%,-5%,-28%,3%,-9%,-5%
O=C1C(Cl)=C(O)C2(Cl)C(Cl)=C(Cl)C12Cl (stereo not given),?,4%,6%[2.29 µM],·,-12%,11%,-1%,-14%,0%[2.29 µM]
O=[N+]([O-])c1ccccc1S(=O)(=O)Nc1cccc(-c2ccc(N3CCCC3)nn2)c1,-1%,-11%,-6%,0.4%,8%,9%,-5%,-7%,-4%

The list is partial; rates above refer to the full screens.
